Assay outcomes deposited in PubChem BioAssay by several laboratories.
PPC-1+TRAIL kill: PPC-1 cancer cell killing with TRAIL present; 220,000 compounds, 0.41% hits; PPC-1 cells + TRAIL, ATPLite viability luminescence; cell killing (% activity), % at 4 µM;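 active means cell killing above 50% in the first pass at 4 µM, then a duplicate retest at 5 µM averaging 50% or more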;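 further: plate controls were cells with TRAIL plus DMSO for no effect and medium-only wells lacking cells for full effect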
Runt-SMMHC FRET: blocks binding of human RUNX1 Runt domain to CBFb-SMMHC. Cerulean-Runt/Venus-CBFb-SMMHC FRET ratio 530/480, 1 h. inhibition, % at 20 µM. 220,000 compounds, 0.74% hits;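 active means mean inhibition across duplicate retests at 20 µM reaching about 50%, limit read from the data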;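 further: 0% = DMSO wells and 100% = wells with excess untagged CBFb-SMMHC; inhibitors lower the FRET ratio by blocking Runt binding to CBFb-SMMHC; some results filed as inactive read as strong as hits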
TRPN1 ag: zebrafish TRPN1 (NompC) channel agonism. AID 1424. activation, % at 3 µM. 220,000 compounds, 0.18% hits. HEK293 zebrafish TRPN1-YFP, Fluo-8 calcium fluorescence; 100% = response to 87 µM carbachol;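 active means activation above its plate's cutoff, the mean activation of test wells on that plate plus 3 SD, cut at about 19% in these data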;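 further: 0% = DMSO alone and 100% = 87 µM carbachol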
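Control set: carbachol 87 µM as high control, DMSO as low control; system: HEK293 stable line with zebrafish TRPN1-YFP; read-out: % activation versus carbachol response; detection: intracellular calcium fluorescence with Fluo-8; doses: single test compound dose, 3 µM nominal, 0.3% DMSO; schedule: dye 1 h 37 °C plus 30 min RT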
TNF necrop inh: TNF-alpha cell death inhibition in Jurkat FADD-/- cells. Jurkat FADD-/- TNF necroptosis rescue, ATP luminescence, 24 h; 0 = TNF only, 100 = no-TNF cells. activation (protection from cell death), % at 10 µM. 220,000 compounds, 0.068% hits;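 active means activation, meaning protection from cell death, of at least 50% relative to plate controls; inactive means activation below 50%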;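 further: necroptosis triggered by 40 ng/mL TNF-alpha added together with compound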
TRPML3 ag: agonists of human TRPML3 channel. 220,000 compounds, 0.29% hits. HEK293 TRPML3-YFP, Fluo-8 calcium fluorescence; 100% = the carbachol control signal. activation, % at 3 µM. Q8TDD5;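 active means activation above its plate's cutoff, the mean activation of the plate's test wells plus 3 SD, cut at about 12% in these data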;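 further: 0% = DMSO only wells and 100% = carbachol wells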
Target sequence (Q8TDD5 whole entry, looked up): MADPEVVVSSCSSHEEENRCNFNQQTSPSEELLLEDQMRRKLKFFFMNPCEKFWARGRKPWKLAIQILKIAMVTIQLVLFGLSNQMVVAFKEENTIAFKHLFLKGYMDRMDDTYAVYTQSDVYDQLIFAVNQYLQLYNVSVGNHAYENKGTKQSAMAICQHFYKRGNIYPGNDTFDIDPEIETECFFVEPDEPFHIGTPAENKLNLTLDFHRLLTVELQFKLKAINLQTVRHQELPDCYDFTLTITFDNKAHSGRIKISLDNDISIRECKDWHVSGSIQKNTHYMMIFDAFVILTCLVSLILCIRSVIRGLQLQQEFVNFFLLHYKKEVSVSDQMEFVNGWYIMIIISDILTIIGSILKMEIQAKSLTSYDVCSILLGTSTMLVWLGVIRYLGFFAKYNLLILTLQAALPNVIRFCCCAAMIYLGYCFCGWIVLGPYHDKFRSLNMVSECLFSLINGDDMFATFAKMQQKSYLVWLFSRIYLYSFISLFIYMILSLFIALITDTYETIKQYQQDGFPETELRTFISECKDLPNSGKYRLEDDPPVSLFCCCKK
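system = HEK293 cells stably carrying human TRPML3-YFP | doses = one concentration, 3 µM nominal, 0.3% DMSO | timing = dye loading 1 h 37 °C then 30 min ambient, 125 s read | detection = Fluo-8 calcium dye fluorescence, ex 470-495, em 515-575 nm | benchmarks = high control carbachol 87 µM, low control DMSO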
p47phox inh: blocks human p47phox regulatory protein of NADPH oxidases; AID 1274; 220,000 compounds, 0.53% hits; p47phox/p22phox peptide binding, fluorescence polarization, 2 h; P14598; inhibition, % at 24.7 µM;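 active means inhibition above about 30%, limit read from the data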;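 further: 0% = p47phox with labelled peptide and 100% = labelled peptide alone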
EBV gp42 inh: blocks Epstein-Barr virus glycoprotein 42 binding. Fluorescence polarization binding assay, mP read-out. 220,000 compounds, 0.42% hits. inhibition, % (tested at 21.74 µM). Q1HVG2; in the data active means inhibition above about 50%
Target sequence (Q1HVG2 whole entry, looked up): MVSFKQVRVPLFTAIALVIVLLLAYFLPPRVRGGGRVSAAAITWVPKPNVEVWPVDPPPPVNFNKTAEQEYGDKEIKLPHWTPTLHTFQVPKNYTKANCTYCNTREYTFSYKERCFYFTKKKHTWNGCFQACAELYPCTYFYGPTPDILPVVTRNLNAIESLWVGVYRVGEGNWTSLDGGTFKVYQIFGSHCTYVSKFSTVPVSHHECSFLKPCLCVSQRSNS
Mdm2 ligase inh: blocks human Mdm2 ubiquitin ligase activity; AID 1230; Q00987; cell-based MDM2 ubiquitination luciferase reporter, 2 h; 0 = plate control, 100 = twice control, blank-subtracted; signal enhancement, % at 5 µM; 210,000 compounds, 0.11% hits;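 active means signal enhancement of 30% or more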;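 further: luminescence tracks abundance of the self-degrading MDM2-luciferase fusion protein; higher signal means inhibition of MDM2 E3 ligase activity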
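system = mammalian cells stably expressing self-ubiquitinating, self-degrading MDM2 E3–luciferase fusion | quantity = 2000 cells per well seeded | incubation = 4 h cell settling then 2 h compound exposure, 37 °C | signal = SteadyLite luminescence, 15 min reagent step | benchmarks = plate control and blank wells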
CHOP inhibitor: inhibitors of CHOP induction in ER stress response. inhibition, % at 10 µM. CHO-K1 CHOP-promoter luciferase, tunicamycin-induced, 15-18 h. 220,000 compounds, 3.8% hits;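 active means compounds that reduced the stress-induced luciferase reporter signal by more than about 70% of percent inhibition, limit read from the data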;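 further: 0% = tunicamycin plus vehicle and 100% = wells without tunicamycin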
Starred values were filed as active, the others as inactive; . = not tested or not shown.

SMILES	PPC-1+TRAIL kill	Runt-SMMHC FRET	TRPN1 ag	TNF necrop inh	TRPML3 ag	p47phox inh	EBV gp42 inh	Mdm2 ligase inh	CHOP inhibitor
CCn1c(SCC(=O)N/N=C(\C)c2ccncc2)nnc1-c1ccc(C)cc1	-11	1	-0.3	-0.3	-0.2	-4	-6	-8	17
O=C(c1ccccc1[N+](=O)[O-])N1CCC(Cc2ccccc2)CC1	20	2	0.4	-1.8	0.7	-8	-11	-10	68
O=C(O)C(Cc1c[nH]c2ccccc12)N1C(=O)C2C3c4ccccc4C(c4ccccc43)C2C1=O (centres undefined)	-12	1	-0.2	1.5	0.9	-12	-2	-4	-12
CC1(OC(=O)CCc2ccccc2)C(=O)C=C2C=C(c3ccc(C#N)cc3)N(C3CCCC3)C=C2C1=O (centres undefined)	2	10	.	-0.7	.	-8	9	9	-5
Cc1ccc(C)c(OCC(=O)Nc2ccc(S(=O)(=O)Nc3ccccn3)cc2)c1C	11	1	-2.8	0.4	-1.1	-5	-21	-5	21
COc1ccc(CCNC(=O)c2ccc(SC)cc2OC)cc1	-2	-2	-1.6	0.7	-0.9	-8	4	-10	11
Cc1ccc(N2CCN(c3ccc(NCc4nc5ccccc5n4C)cc3)CC2)cc1	0	-10	-0.1	2.0	0.5	9	7	5	60
Cc1ccc(C)n1C(Cc1ccccc1)C(=O)O (centres undefined)	7	-20	1.8	-3.5	1.2	-9	-8	4	7
Cc1cc(C)n2c(SCc3ccc(C#N)cc3)nnc2n1	17	-7	1.1	-1.1	0.7	4	-4	-4	-13
CC12CCC(C(=O)NCCCN3CCOCC3)(C(Br)C1=O)C2(C)C (centres undefined)	10	0	1.1	2.3	0.4	-4	-6	0	9
CCOC(=O)/C(C#N)=C1/C=CN(C)C=N1	0	1	1.4	1.7	0.1	5	-7	-16	-12
Cc1ccc(NC2=C(NC(=O)c3ccccc3)C(=O)c3ccccc3C2=O)cc1Cl	27	10	-3.5	-3.4	-1.4	19	2	-9	-65
O=C(NCCCn1ccnc1)C(=O)NCc1ccc(Cl)cc1	7	2	-0.3	-1.7	-0.3	-17	-15	-12	-8
O=C(NCc1cccnc1)C(=O)NCC1CCCO1 (centres undefined)	5	0	1.1	-0.1	0.7	3	-9	-2	3
CCNC(=O)NC(=O)COC(=O)C1CSC2(C)CCC(=O)N12 (centres undefined)	-2	-1	0.6	-0.4	0.7	.	-7	0	7
CC1=NN(c2ccccc2)C(=O)C1C(=O)c1ccccc1 (centres undefined)	-14	1	-0.2	2.9	0.5	-6	-22	-12	-8
C=CCSc1nc(=O)n2cccc(C)c2n1	6	-2	0.2	-4.7	-0.3	-3	4	-8	26
Cc1ccn2cc(C(=O)Nc3nnc(C)s3)nc2c1	-2	6	-0.7	0.2	0.6	-1	3	-16	47
Cc1[nH]c2ccccc2c1C(=O)C(=O)NCCC1=CCCCC1	3	2	0.2	0.8	-0.4	-6	-5	-2	19
O=C(C[n+]1ccccc1)N/N=C/c1ccc(O)cc1	5	4	2.0	-0.3	1.3	10	-7	-7	-13
CCC(C)(C(=O)NC1CCCCC1)N(Cc1ccco1)C(=O)Cc1cccs1 (centres undefined)	-2	-2	-1.7	-0.5	-0.2	-18	-10	-10	-7
CC(C)N(C(=O)CN(C#N)c1nc(N(C)C)nc(N(C)C)n1)c1ccccc1	16	4	0.0	-0.4	0.7	-5	-14	-5	18
Cc1ccccc1NC(=S)N(CCCN1CCOCC1)Cc1ccccn1	-9	0	1.9	1.3	0.4	-15	6	-15	17
CC[N+]1=C(C)C(C)(C)c2cc(C)ccc21	15	-36	11	-3.8	3.6	-243	6	-12	74*
COc1cccc(C(=O)NC2=NCCS2)c1OC	29	-1	0.1	-1.9	-0.2	-20	-7	-12	13
CC(=O)Nc1cccc(NC(=O)C2CCCN2C(=O)Nc2ccc(C)cc2)c1 (centres undefined)	5	0	-0.5	0.8	0.4	-9	-17	-4	11
Cc1cc(C)cc(NC(=S)N2CCN(c3ncccn3)CC2)c1	6	0	-0.6	0.6	0.6	-6	-14	-7	1
O=C(CSc1nnc(CNc2ccc(F)cc2)n1Cc1ccccc1)N1CCOCC1	17	1	-0.7	-0.3	0.5	-14	4	-15	-3
Cc1cccc(N2CCN(C3=NC(=O)C(=C4CCCCC4)S3)CC2)c1	7	5	-0.2	-1.4	-0.5	-7	-26	-10	59
CC(C)CNC(=O)c1cccc(C(=O)NCC(C)C)c1	12	-5	-0.2	-0.3	0.2	-13	4	-5	-7
CCOC(=O)C1CCCN(C(=O)C(C)Oc2ccc(Cl)cc2Cl)C1 (centres undefined)	7	2	0.2	-1.6	0.8	8	-6	-3	-3
COCCNc1nc2sc3c(c2c(=O)n1Cc1ccco1)CCCCC3	11	-2	1.1	3.3	-0.2	-24	7	-13	20
Cc1ccc(S(=O)(=O)N2CCN(CC(=O)Nc3ccc4c(c3)CCC4)CC2)cc1C	32	1	1.1	3.2	0.0	-18	-11	-11	61
C=CCOc1c(CNn2cn[nH]c2=S)cccc1OC	-2	-3	-1.4	-0.4	0.1	-4	-17	-9	-5
O=C(COc1ccccc1)NC(=S)N1CCc2ccccc21	25	2	0.1	-0.7	-0.5	-6	2	-6	-15
COc1ccccc1NC(=O)C1=C(C)NC(SCC(=O)c2ccccc2)=C(C#N)C1c1ccco1 (centres undefined)	22	-20	1.4	-6.2	0.7	-96	-47	-19	6
CN(C)S(=O)(=O)c1cccc(NC(=O)COC(=O)c2c[nH]c(=O)[nH]c2=O)c1	-2	1	0.1	1.0	0.7	-2	-12	-4	-5
COc1ccccc1NCCC(=O)O	27	0	1.0	2.0	0.5	-13	-19	.	-10
Cc1cc(N2CC(C(=O)O)CC2=O)ccc1Br (centres undefined)	12	2	2.8	0.1	0.2	-12	5	-8	57
Clc1ccc(-c2nnc(-c3ccco3)nc2N2CCCCC2)cc1	28	-20	-3.4	0.8	-0.4	-5	3	8	43

2 compounds from above, reduced to TRPN1 ag:
structure,TRPN1 ag
CN(C)S(=O)(=O)c1cccc(NC(=O)COC(=O)c2c[nH]c(=O)[nH]c2=O)c1,0.1
COc1ccccc1NCCC(=O)O,1.0

Next structures follow.
SMILES	PPC-1+TRAIL kill	Runt-SMMHC FRET	TRPN1 ag	TNF necrop inh	TRPML3 ag	p47phox inh	EBV gp42 inh	Mdm2 ligase inh	CHOP inhibitor
FC(F)(F)c1nc(-c2cccnc2)ncc1-c1nnnn1-c1ccccc1	7	-5	0.2	-11	0.8	11	-14	-11	48
O=C(NN1CCN(Cc2ccccc2)CC1)c1ccc(Cl)cc1	19	3	-0.3	1.2	0.9	1	-12	-4	4
COc1cc([N+](=O)[O-])ccc1NC(=O)Oc1ccc(NC(C)=O)cc1	-1	-4	1.6	3.1	0.1	1	-18	1	27
COc1cccc(NC(=O)CCN2CCC(C(N)=O)CC2)c1	-2	2	0.6	-1.3	0.4	4	1	-17	-10
O=C(CN1CCC(O)(c2ccccc2F)CC1)NCCc1c[nH]c2ccccc12	-11	1	0.9	-1.5	0.9	-16	-6	-4	5
CCN(CC)c1ccc(N2C(=O)/C(=C/c3ccccn3)SC2=S)cc1	-10	-4	2.5	4.9	0.2	-15	-20	-99	43
COc1cc(NC(=O)C2CCN(S(=O)(=O)c3cccnc3)CC2)cc(OC)c1OC	-16	-1	0.8	-0.6	1.1	-4	-6	-3	33
CC1CC(C)CN(C(=O)CCNS(=O)(=O)c2ccc3c(c2)CCC(=O)N3)C1 (centres undefined)	15	-1	0.2	0.2	-0.1	-5	-8	-4	-7
Cc1cc(N2CCN(c3cccc(C)c3C)CC2)nc(-c2ccccc2)n1	19	0	-0.6	-1.5	0.0	-3	-14	.	-9
O=C(O)COc1c(F)c(F)c(C(F)(F)F)c(F)c1F	18	0	.	.	.	-6	-14	1	4
CCC(=O)Nc1sc2c(c1C#N)CCCCC2	3	-5	-1.4	1.0	0.2	-10	-8	16	6
CC1CCN(C(=O)CNS(=O)(=O)c2ccc(Br)s2)CC1	38	1	-1.1	0.8	0.3	-11	0	0	26
CC(=O)Oc1ccc2c(c1)OC(c1ccccc1)CC21CC(C)(C)NC(=O)N1 (centres undefined)	18	0	1.5	-0.6	0.1	-6	3	-13	39
CCc1nnc(NC(=O)/C=C/c2ccc(C)o2)s1	9	6	0.2	1.8	-0.1	-15	-8	-10	-9
Cc1ccc(C)c(Cn2cnc3c(nnn3-c3ccc(F)cc3)c2=O)c1	6	-2	-0.3	-2.1	0.2	-8	-5	-17	-3
CCOC(=O)C1CCCN(S(=O)(=O)Cc2ccccc2)C1 (centres undefined)	-1	2	2.0	1.2	0.1	1	-2	-8	46
CCn1c(SCC(=O)N/N=C/c2ccccc2OCC(=O)O)nnc1-c1ccc(OC)cc1	-25	-2	-0.8	0.9	0.5	1	7	-14	-7
Cc1c(CCC(=O)O)c(=O)oc2cc3oc4c(c3cc12)CCCC4	3	0	1.1	1.1	1.1	-2	-4	-30	58
O=C(Cc1ccccc1[N+](=O)[O-])Nc1ccc2c(c1)OCO2	2	-1	-0.2	-0.3	1.0	5	6	-10	-28

6 consecutive entries already listed, quoted:
SMILES	PPC-1+TRAIL kill	Runt-SMMHC FRET	TRPN1 ag	TNF necrop inh	TRPML3 ag	p47phox inh	EBV gp42 inh	Mdm2 ligase inh	CHOP inhibitor
CCc1nnc(NC(=O)/C=C/c2ccc(C)o2)s1	9	6	0.2	1.8	-0.1	-15	-8	-10	-9
Cc1ccc(C)c(Cn2cnc3c(nnn3-c3ccc(F)cc3)c2=O)c1	6	-2	-0.3	-2.1	0.2	-8	-5	-17	-3
CCOC(=O)C1CCCN(S(=O)(=O)Cc2ccccc2)C1 (centres undefined)	-1	2	2.0	1.2	0.1	1	-2	-8	46
CCn1c(SCC(=O)N/N=C/c2ccccc2OCC(=O)O)nnc1-c1ccc(OC)cc1	-25	-2	-0.8	0.9	0.5	1	7	-14	-7
Cc1c(CCC(=O)O)c(=O)oc2cc3oc4c(c3cc12)CCCC4	3	0	1.1	1.1	1.1	-2	-4	-30	58
O=C(Cc1ccccc1[N+](=O)[O-])Nc1ccc2c(c1)OCO2	2	-1	-0.2	-0.3	1.0	5	6	-10	-28
